CTSL1 counter – blocks F. hepatica cathepsin L1 in PFM18AAP counter-screen; recombinant F. hepatica cathepsin L1, Z-Leu-Arg-MCA fluorescence; inhibition, % at 5.96 µM; 0.49% of 300,000 active;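 active = inhibition above the mean of all tested compounds plus 3 SD, set per screening campaign, cut at about 17% in these data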;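 also: 0% = plate median of test compound wells and 100% = 1 µM Z-Phe-Ala-diazomethylketone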
PAFAH2 FP inh – PAFAH2 (human) inhibition; recombinant PAFAH2, FP-rhodamine activity probe, fluorescence polarization; inhibition, % at 3.39 µM; AID 492956; 0.99% of 340,000 active;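 active = inhibition above the mean over all tested compounds plus 3 SD, cut at about 30% in these data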;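 also: inhibitors block probe labeling of enzyme so polarization drops; 0% = enzyme with DMSO and 100% = wells lacking PAFAH2 protein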
proCasp7 act – counter-screen: procaspase-7 (human) activation. recombinant procaspase-7, Ac-DEVD-pNA absorbance 405 nm; D23A/D198A/D206A triple mutant, cannot self-cleave; scale: DMSO 0, 5 µM enzyme 100. activation, % at 8.5 µM. 0.093% of 330,000 active. AID 463210;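 active = percent activation above the screen-wide mean plus 3 SD, cut at about 25% in these data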
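Test system: Procaspase-7 triple mutant (PC-7 D3A). Also added: Ac-DEVD-pNA substrate, 400 µM as added. Schedule: 1 h enzyme–compound preincubation and 2 h substrate reaction, both 25 °C. Signal: p-Nitroaniline absorbance at 405 nm, read at 0 and 120 min. Control set: low DMSO alone, high DMSO plus 5 µM PC-7.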
PP1 inh – counter-screen for PP5 inhibitors: inhibitors of human PP1-alpha; inhibition, % at 6.7 µM; AID 2235; 0.9% of 320,000 active; purified PP1alpha, OMFP fluorescence;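 active = inhibition above the mean inhibition of all tested compounds plus 3 SD, computed separately for each screening campaign, cut at about 15% in these data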
TPT1 inhibitor – blocks Candida albicans tRNA 2'-phosphotransferase | AID 1962 | inhibition, % at 5 µM | recombinant caTPT1, FP RNA substrate dephosphorylation | 0.81% of 300,000 active;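 active = inhibition above the mean of all tested compounds plus 3 SD, set per screening campaign, cut at about 24% in these data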;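 also: plate controls were DMSO alone for no effect and ferristatin control at 100 nM for full effect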
AHR act – activates the human aryl hydrocarbon receptor; P35869; AHR-responsive luciferase reporter cells, luminescence; activation, % at 5 µM; 2.5% of 320,000 active; AID 2796; in the data active = activation above about 47%;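 also: 0% = vehicle wells and 100% = reference agonist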
Target sequence (P35869 whole entry, looked up): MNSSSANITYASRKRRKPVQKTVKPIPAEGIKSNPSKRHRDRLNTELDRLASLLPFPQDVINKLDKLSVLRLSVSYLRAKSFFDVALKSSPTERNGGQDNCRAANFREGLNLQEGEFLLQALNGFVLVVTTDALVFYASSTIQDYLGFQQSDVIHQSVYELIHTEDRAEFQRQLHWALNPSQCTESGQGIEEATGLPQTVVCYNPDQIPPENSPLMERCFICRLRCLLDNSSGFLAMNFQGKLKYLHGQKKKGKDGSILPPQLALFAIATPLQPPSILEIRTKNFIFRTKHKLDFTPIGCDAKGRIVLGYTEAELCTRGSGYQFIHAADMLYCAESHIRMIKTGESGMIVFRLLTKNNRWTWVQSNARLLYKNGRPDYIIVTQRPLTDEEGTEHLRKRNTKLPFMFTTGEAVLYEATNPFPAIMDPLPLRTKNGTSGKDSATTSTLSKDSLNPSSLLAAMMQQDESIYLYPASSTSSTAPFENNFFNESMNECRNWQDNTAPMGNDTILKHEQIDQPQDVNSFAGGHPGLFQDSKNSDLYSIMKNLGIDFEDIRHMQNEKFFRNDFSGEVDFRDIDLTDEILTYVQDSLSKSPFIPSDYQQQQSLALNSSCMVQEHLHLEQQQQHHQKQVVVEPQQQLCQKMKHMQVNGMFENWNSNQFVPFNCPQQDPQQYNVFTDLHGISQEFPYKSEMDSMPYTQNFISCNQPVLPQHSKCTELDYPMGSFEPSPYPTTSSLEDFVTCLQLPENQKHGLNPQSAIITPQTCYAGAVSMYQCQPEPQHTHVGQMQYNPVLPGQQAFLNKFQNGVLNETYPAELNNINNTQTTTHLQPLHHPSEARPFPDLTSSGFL
core dimer inh – blocks dimerization of HCV core protein; TR-FRET GST/Flag-core106 dimerization, 1536-well; inhibition, % at 5 µM; 0.33% of 300,000 active; AID 1899;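 active = inhibition above the mean of all tested compounds plus 3 SD, set per screening campaign, cut at about 45% in these data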
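Material: Tagged HCV core106 pair (GST and Flag) | Amount: GST-core106 13.5 nM, Flag-core106 17 nM | Medium: KF-containing HEPES buffer, pH 7.45, DTT, CHAPS, BSA | Reagent: Eu donor and XL665 acceptor anti-tag antibodies | Schedule: 4 h at 22.5 °C | Technique: Time-resolved FRET, ex 340 nm, em 617 and 671 nm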
PP5 primary – inhibitors of human protein phosphatase 5 (PP5); P53041; purified PP5c, OMFP substrate fluorescence; inhibition, % at 6.7 µM; 0.18% of 320,000 active; AID 1987;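 active = inhibition above the campaign's mean inhibition across all tested compounds plus 3 SD, cut at about 9.5% in these data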;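 also: 0% = DMSO only and 100% = 100 µM cantharidin control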
proCasp3 act – procaspase-3 (human) activation; P42574; recombinant procaspase-3 D3A, Ac-DEVD-pNA absorbance 405 nm; activation, % at 8.5 µM; 0.11% of 330,000 active; AID 463141;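 active = activation above the mean of all tested compounds plus 3 SD, cut at about 21% in these data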;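 also: 0% = DMSO alone and 100% = DMSO wells spiked with extra 5 µM PC-3 D3A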
Target sequence (P42574 whole entry D9A/D28A/D175A): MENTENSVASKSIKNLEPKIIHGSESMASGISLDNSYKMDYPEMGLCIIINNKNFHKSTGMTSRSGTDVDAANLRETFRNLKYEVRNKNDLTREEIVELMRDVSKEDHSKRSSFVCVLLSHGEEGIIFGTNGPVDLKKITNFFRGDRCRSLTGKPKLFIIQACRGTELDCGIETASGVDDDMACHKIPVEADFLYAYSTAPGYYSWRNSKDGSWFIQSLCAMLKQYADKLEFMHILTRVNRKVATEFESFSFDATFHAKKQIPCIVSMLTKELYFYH
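assay system = Procaspase-3 D3A mutant | signal = absorbance at 405 nm, 0 and 120 min | times = 1 h preincubation plus 2 h reaction at 25 °C | repeats = single replicate | read-out = % activation between DMSO and enzyme-spiked controls | medium = Zinc-free HEPES saline buffer with Triton X-100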
An asterisk follows results filed as active; . = no result given. Not a hit list; about 5.6% have a hit in one of these screens.

Each structure is followed by: CTSL1 counter, PAFAH2 FP inh, proCasp7 act, PP1 inh, TPT1 inhibitor, AHR act, core dimer inh, PP5 primary, proCasp3 act
> CCOc1ccc(NC(=O)Cn2nnc(C(=O)NCc3ccc4c(c3)OCO4)c2N)cc1
  -3, -1, 7, 5, 1, 1, 7, 1.9, 1
> CCC(=O)Oc1ccc(-c2cnc3ccccc3n2)cc1
  -33, 7, 0, -2, 0, 0, -5, -0.5, -11
> COc1ccc(OC)c(CNC(=O)c2ccc(C)c(NC(=O)C3=C(C)OCCS3)c2)c1
  1, 2, 0, 2, -5, 24, 6, 0.4, 4
> O=C(NC1CCCCC1)c1cc(N2C(=O)CCC2=O)ccc1Cl
  7, 1, -4, -2, -1, -1, -4, -1.2, -4
> COCOc1ccc(-c2oc3c(C/C=C(\C)CCC=C(C)C)ccc(O)c3c(=O)c2OCOC)c(OCOC)c1
  -3, ., -4, -8, -6, -1, 0, -2.1, 0
> NC(=S)Nc1ccc2cn[nH]c2c1
  1, 0, 8, -1, 3, 9, -1, 0.2, 0
> COc1cccc(NC(=O)c2ccc3c(c2)CCN3S(C)(=O)=O)c1
  -1, -2, 12, 0, -2, 1, -5, -0.1, 8
> Cc1ccccc1CSc1nnc(CCCCCNC(=O)OC(C)(C)C)o1
  0, ., -9, 4, -3, -1, -5, 3.1, -4
> CCCCOc1ccc(C(=O)N/C(=C\c2ccc(OC)cc2)C(=O)OCc2ccco2)cc1
  3, -4, -2, 12, -1, 1, 18, 0.2, 9
> CC(C)(C)C(=O)CSc1nc(N)cc(=O)[nH]1
  -2, -3, 8, -2, 0, 1, -2, 0.7, 2
> CCCCCC(=O)Nc1cc2[nH]c(=O)cc(COC)c2cc1C
  4, -2, 8, -4, -2, 9, 2, -0.5, 11
> CCN(CC(=O)NC1CCS(=O)(=O)C1)C(=O)c1ccc(OC)c([N+](=O)[O-])c1 (stereo not given)
  ., 10, 14, 0, ., -1, ., -0.6, 2
> COc1ccc(OC)c(N(C(=O)c2ccco2)C(C(=O)NC2CCCC2)c2cc(OC)c(OC)c(OC)c2)c1 (stereo not given)
  -3, 1, 3, 8, 2, -3, -7, 1.2, -1
> O=C(COc1ccc(S(=O)(=O)Nc2ccc(Cl)cc2)cc1)N1CCOCC1
  0, 6, 6, -2, -1, -3, 0, 1.6, -3
> c1ccc(-c2cc3nccc(-c4ccccn4)n3n2)cc1
  -2, 1, -7, 0, 5, 38, -5, 1.3, 5
> O=C(NN=C1CCCCCCC1)C(=O)NC1CCCCC1
  1, 0, 6, 1, 2, -1, 5, 4.0, -5
> COC(=O)C(N)Cc1ccc(O)c(O)c1 (stereo not given)
  -3, -3, -22, -3, -6, 3, -5, 0.5, -28
> CCOc1ccc2c(c1)-c1c(ssc1=S)C(C)(C)N2C(=O)CSC1=NCCS1
  6, 1, 0, 3, -6, 7, 6, 3.7, -2
> c1ccc(-c2nc(-c3ccncc3)n[nH]2)nc1
  0, -4, 7, -8, -3, 7, 1, 2.9, 0
> Cc1ccccc1C(=O)N1CCN(c2ccccn2)CC1
  2, 6, 6, 0, -6, 1, -1, -1.4, -6
> COc1ccc(Cn2nnc(C(=O)Nc3ccc(F)cc3)c2N)cc1
  3, 0, 6, -1, -2, 13, 4, 2.7, 0
> COc1cc2c(C#CCO)c(-c3ccc(C#N)cc3)oc(=O)c2cc1OC
  ., -14, -6, ., ., 9, ., ., -3
> O=C(CSc1cccc[n+]1[O-])c1ccc(Cl)cc1
  1, 1, 3, -8, 2, 1, 2, -1.2, 4
> Cc1ccc(-c2nnc(N3CCN(C(=O)c4cccs4)CC3)c3ccccc23)cc1
  1, 1, 5, -4, 2, 0, 10, -3.5, -4
> CCOC(=O)C1=C(C)N(C)C(C)=C(C(=O)OCC)C1c1ccccc1
  8, 4, -57, -1, -1, 1, 2, 2.0, -15
> CC(=O)Nc1sc(C)c(C)c1C(=O)OCC(=O)NCc1ccc(F)cc1
  ., 7, 11, -6, ., 1, ., -3.2, 1
> O=C(CN1CCCC1)NC1C2CC3CC(C2)CC1C3 (stereo not given)
  -4, -8, 10, 1, -2, -4, -6, 2.8, 11
> CS(=O)(=O)c1ccc(C(=O)OCC(=O)c2ccc(Cl)s2)cc1
  -3, 0, 4, -4, -2, -2, 4, -1.7, 2
> O=C(CN1C(=O)C(=O)N(C2CCCC2)C1=O)Nc1cc(Cl)ccc1[N+](=O)[O-]
  ., 8, 14, ., ., 19, ., ., 1
> CCN1CCN(C(=O)c2cc3c(=O)n(C)c4ccccc4c3n2C)CC1
  -3, -2, 5, -1, -2, 5, -3, 0.6, 4
> NC(=O)C1(N2CCCCC2)CCN(S(=O)(=O)c2ccccc2)CC1
  -1, 5, -3, 1, -3, -2, 9, -2.8, -4
> COc1ccc(N2CC(C(=O)Nc3ccncc3)CC2=O)cc1 (stereo not given)
  -3, 1, 5, -2, 0, 1, -1, -0.8, 1
> CC(=O)Nc1cccc(OCCCNC(=O)c2ccc(F)cc2)c1
  -3, 7, -8, -2, -2, 2, -6, -0.1, -1
> CC(C)(C)OC(=O)C[C@@H]1C/C=C\C[C@@H](CC(=O)NCCO)C(=O)NCCOC1=O
  ., -3, 7, ., ., 1, ., ., -3
> CCOC(=O)/C=C/C(=O)N1CCc2ccccc21
  3, -6, 6, -1, -3, 11, -4, 0.8, -11
> COc1ccccc1C(=O)NCC(=O)NCc1cc(=O)n(C)c(=O)n1C
  6, 3, 3, -3, -3, 1, 4, -0.2, -3
> O=C(NC12CC3CC(CC(C3)C1)C2)c1cc2nc(-c3ccco3)cc(C(F)(F)F)n2n1
  4, 0, -2, -1, 3, 9, 26, 2.2, 3
> C=CCOC(=O)C1=C(C)NC2(O)c3ccccc3C(=O)C12O (stereo not given)
  1, 0, -2, -1, -1, 4, -30, 4.9, 0
> O=C(c1ccccc1)N1CCCC(c2nc3c(nnn3Cc3ccccc3)c(=O)[nH]2)C1 (stereo not given)
  2, 8, 3, -2, 0, 0, 5, 0.6, 2
> O=C(NC1CCS(=O)(=O)C1)C12CC3CC(CC(C3)C1)C2 (stereo not given)
  1, -6, -4, 0, -5, 1, 4, 1.8, -12
> CC(=O)OC1OCCOC1NC(=S)Nc1cccc(C(F)(F)F)c1 (stereo not given)
  -11, 2, -2, -1, 2, 9, -2, 2.5, 3
> N=C1C(=O)OCC1c1ccccc1NC(=O)c1ccccc1 (stereo not given)
  -2, 6, 1, -2, -1, 2, -4, -0.7, 4
> COc1ccc(CN(C)C(=O)CNC(=O)CNC(=O)c2ccc(Cl)cc2Cl)cc1F
  -5, -7, 4, -4, 2, -2, -7, 2.1, -1
> COc1ccc(C(=O)NNC(=O)CSc2ccccc2)cc1
  6, 2, 2, -2, -2, 6, -5, -0.3, 4
> COc1cc2c(=O)n(CCCN3CCOCC3)c(=S)[nH]c2c(OC)c1OC
  0, 5, -18, -6, 1, 5, -5, -5.8, -4
> CCOC(=O)c1cc(NC(=O)C2C3CCC(O3)C2C(=O)O)cc(C(=O)OCC)c1 (stereo not given)
  -1, 3, -15, 57*, 0, -5, -1, 65*, -10
> CC(C)CN1CCN(Cc2c[nH]c3ccccc23)CC1CCO (stereo not given)
  1, -5, 6, 0, 0, 8, 6, 1.2, 5
> Cc1ccc2oc(C(=O)Nc3ccc(S(=O)(=O)Nc4onc(C)c4C)cc3)cc(=O)c2c1
  1, 10, -9, -1, -5, -3, 13, 1.0, -4
> COc1ccc(CNC(=O)COC(=O)C2CCN(S(=O)(=O)c3ccccc3C(F)(F)F)CC2)cc1
  -9, 0, 1, -2, 1, 0, -3, 0.3, -3
> CC1CCN(S(=O)(=O)c2ccc(C(=O)Nc3nnc(-c4ccccn4)o3)cc2)CC1
  1, -1, 5, 17*, -2, 1, 3, 3.9, -2
> CCOc1cc(CNc2ccc(S(N)(=O)=O)cc2)cc(Cl)c1OC
  -3, -5, 16, -4, -1, 0, 8, 1.0, 9
> COc1ccc(CCN2C(=O)CC(N3CCOCC3)C2=O)cc1 (stereo not given)
  -2, 4, 1, -3, -1, -2, 18, -2.5, -4
> CC1c2c([nH]c3ccccc23)CCC1C(=O)O (stereo not given)
  -1, 2, 2, -4, 2, 2, -6, -0.6, -7
> C/C(=N\NC(=O)CCc1c[nH]c2ccccc12)c1cccc([N+](=O)[O-])c1
  -3, 8, 3, -2, -2, -13, -6, 4.3, -1
> CN1CCc2nc3ccccc3c(C(=O)OCC(=O)N(CCC#N)c3ccccc3)c2C1
  1, 4, 2, -4, -6, 0, 3, -1.6, 1
> CCS(=O)(=O)N1CCN(c2nc(-c3ccccc3)cs2)CC1
  -4, 5, -9, -1, 3, -6, 5, 1.7, 1
> COC(=O)c1ccc(C2NC(=O)c3c(sc(C)c3C)N2)cc1 (stereo not given)
  -2, 2, -8, -2, 5, 18, 11, -1.9, -12
> Cc1cc(C)c(NC(=O)C2C3/C=C\CCCCC32)c(C)c1 (stereo not given)
  3, -6, -1, -1, -4, 0, -3, 1.6, 0
> C/C(=N\N1CCN(Cc2ccc(C)cc2)CC1)c1ccco1
  0, 5, -5, 2, 3, 4, -11, 0.8, -9
> COc1ccc(OC)c(N(CC(=O)Nc2cccnc2)S(=O)(=O)c2ccccc2)c1
  -2, 0, 8, 1, 3, 1, -1, 1.8, 0

An excerpt of these results, bar-delimited.
Molecule | CTSL1 counter | PAFAH2 FP inh | proCasp7 act | PP1 inh | TPT1 inhibitor | AHR act | core dimer inh | PP5 primary | proCasp3 act
CCOc1cc(CNc2ccc(S(N)(=O)=O)cc2)cc(Cl)c1OC | -3 | -5 | 16 | -4 | -1 | 0 | 8 | 1.0 | 9
COc1ccc(C(=O)NNC(=O)CSc2ccccc2)cc1 | 6 | 2 | 2 | -2 | -2 | 6 | -5 | -0.3 | 4
CC1CCN(S(=O)(=O)c2ccc(C(=O)Nc3nnc(-c4ccccn4)o3)cc2)CC1 | 1 | -1 | 5 | 17* | -2 | 1 | 3 | 3.9 | -2

The results go on.
Each structure is followed by: CTSL1 counter, PAFAH2 FP inh, proCasp7 act, PP1 inh, TPT1 inhibitor, AHR act, core dimer inh, PP5 primary, proCasp3 act
> Cc1noc(N)c1C(=O)Nc1ccccc1F
  0, 4, -3, -3, 5, -3, -3, -0.3, -2
> CN(C)S(=O)(=O)c1ccc(C(=O)Oc2ccccc2)cc1
  -8, -1, 4, -3, 3, 2, 2, 1.4, 0
> COc1cc(/C=N/OCC(=O)NC2CCS(=O)(=O)C2)ccc1OC(F)F (stereo not given)
  -1, -2, 5, -5, -2, 1, 0, -1.4, -2
> CCOC(=O)c1cccc(NC(=O)CCc2nnc3ccc(N4CCCCC4)nn23)c1
  -1, 3, 3, 2, -3, -2, 2, 3.0, 5
> N#CC1=C(SCc2ccccc2)NC(=O)CC1c1ccccc1 (stereo not given)
  -1, -2, 6, -2, 0, 0, -1, -0.6, 0
> O=C1C2CCCN2C(=O)N1CCCN1CCN(c2cccc(Cl)c2)CC1 (stereo not given)
  2, 5, -2, 3, -2, 1, -4, -1.0, -1
> O=C(NCC(=O)N1CCN(S(=O)(=O)c2ccccc2F)CC1)c1ccc(Br)o1
  -2, 2, -5, -7, 0, 1, 2, 0.1, 7
> O=C(c1ccc(Cl)c(Cl)c1)N1CCCC1
  3, 6, -6, 0, 2, 3, -2, -1.1, -1

Screening data from PubChem BioAssay.
